Source: PubChem
S3 lipid droplet – qHTS Assay for Lipid Storage Modulators in Drosophila S3 Cells. Drosophila S3 cells, BODIPY lipid droplet fluorescence, 18-24 h; cells fed with added oleic acid. Potency in µM for hits, for the others lipid storage change, negative = inhibition, % at the top dose, mostly 46.1 µM. 320,000 tested, 0.64% active; active means well fitted inhibition curve with a large enough effect in the signal ratio, with a control signal flat, not every such curve was filed as active; inconclusive means small, poorly fitted or top-dose-only effect, or effect the other way, or a change in a side signal; the % refers to the signal ratio
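Drosophila S3 cells got compounds at several concentrations plus oleic acid (400 uM solution). Laser-scanning cytometry with 488 nm excitation read lipid droplets at 500-530 nm and cells at 575-640 nm. Percent activity was relative to 20 uM Triacsin C.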
S3 lipid droplet cell count max – second read-out of S3 lipid droplet, no call of its own (marks repeat the call); cell number change, %; measured here: cell count max response;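 cells counted by Cell Tracker Red CMTPX staining in the red channel; peak over a dose series mostly up to 46.1 µM; percent activity relative to internal control wells on each plate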
An asterisk follows results filed as active; i = inactive; ? = inconclusive; / = not tested or not shown; [ ] = remark or other dose. On the % scale 0 is the no-effect control and ±100 the full control effect; potency means the concentration at half of the fitted maximal effect. The list is partial (hit frequency here may not be typical).

SMILES	S3 lipid droplet	S3 lipid droplet cell count max
COc1ccccc1NCCC(=O)OCC(=O)NC1CCCCCC1	-2%	1
CCOC(=O)N1CCN(c2ccncc2S(=O)(=O)N2CCCCC2)CC1	-18%	0
COC(=O)Cn1cc(C(=O)c2ccco2)c2ccccc21	?	/
CC(C)Cn1c(N2CCN(C(=O)c3cccs3)CC2)nc2ccccc21	2%	2
CCC(=O)NC(c1ccccc1)c1c(O)ccc2ccccc12 (stereo not drawn)	?	/
COc1ccccc1CN1CCN(Cc2ccc3ccccc3c2)CC1	9%	-13
Cc1oc(CC(C)C)cc1C(=O)Nc1ccc(C(=O)O)cc1	9%	-13
COc1ccc(C(=O)N2CCCC2)cc1S(=O)(=O)N1CCC(C)CC1	?	/
Cc1cc(C)n(-c2nnc(NC34CC5CC(CC(C5)C3)C4)nn2)n1	?	/
C=CC[N+]1(CC=C)CCOCC1	-21%	-8
O=C(Cn1nnc2ccccc21)c1ccc(Br)cc1	15%	/
CCCCC1=CC2=C(c3ccco3)C(=O)C(C)(OC(=O)c3ccc(OC)cc3)C(=O)C2=CN1CC1CC1 (stereo not drawn)	1%	10

Single records (already shown). Order of values: S3 lipid droplet, S3 lipid droplet cell count max
Shown for COc1ccc(C(=O)N2CCCC2)cc1S(=O)(=O)N1CCC(C)CC1 : ?, /
Shown for COc1ccccc1NCCC(=O)OCC(=O)NC1CCCCCC1 : -2%, 1
Shown for CCC(=O)NC(c1ccccc1)c1c(O)ccc2ccccc12 (stereo not drawn) : ?, /
Shown for CC(C)Cn1c(N2CCN(C(=O)c3cccs3)CC2)nc2ccccc21 : 2%, 2

Next entries:
SMILES	S3 lipid droplet	S3 lipid droplet cell count max
CCNc1ccc(Br)cc(C(=O)/C=C/c2ccc(Cl)cc2)c1=O	?	/
CN(CC(=O)Nc1ccc(Cl)c(C(F)(F)F)c1)C(=O)CCC(=O)c1ccccc1	3%	-1
Cc1nc(-c2ccc(S(=O)(=O)N3CCCN(CCc4ccccc4)CC3)s2)cs1	?	/
O=C(Nc1cccnc1Cl)c1ccc2c(Cl)c3c(nc2c1)CCC3	-4%	5
CN(C)S(=O)(=O)c1cccc(NC(=O)CSc2nc3c(cc2C#N)C(=O)CC(C)(C)C3)c1	-5%	-8
COc1cc(CCC(=O)N2CCN(S(=O)(=O)c3ccc(C)c(C)c3)CC2)cc(OC)c1OC	i	/
NC(=O)c1ccc(Nc2ccc3c(c2)CCC3)c([N+](=O)[O-])c1	?	/
C=CCNCCOc1ccc(C(C)(C)c2ccccc2)cc1	?	/
CCCn1cc(S(=O)(=O)c2ccc(Cl)cc2)c(=O)c2cc(OC)ccc21	?	/
CCn1nc(C)c(/C=N/NC(=O)Cn2nnc(N)n2)c1C	?	/
O=Cc1ccnc(-c2ccc(OC(=O)c3ccco3)cc2)n1	?	/
Cc1ccc(NC(=S)NCc2ccc(Cl)cc2)c(OC(F)F)c1	?	/

For convenience, part of the list above.
SMILES	S3 lipid droplet	S3 lipid droplet cell count max
CN(C)S(=O)(=O)c1cccc(NC(=O)CSc2nc3c(cc2C#N)C(=O)CC(C)(C)C3)c1	-5%	-8
COc1cc(CCC(=O)N2CCN(S(=O)(=O)c3ccc(C)c(C)c3)CC2)cc(OC)c1OC	i	/

Next section.
SMILES	S3 lipid droplet	S3 lipid droplet cell count max
O=S(=O)(NCCSCc1c(Cl)cccc1Cl)c1ccc2c(c1)OCCO2	12%	-10
CCc1ccc(OCCOCC(O)CNC(C)(C)C)cc1 (stereo not drawn)	-2%	-1
CCOC(=O)C(=O)NNc1ccccc1OC	-2%	9
CC1CCCCN1C(=O)c1ccccc1NC(=O)c1ccco1 (stereo not drawn)	?	/
CN(CC(=O)Nc1ccc2c(c1)CCC2)CC(=O)Nc1ccccc1Br	-1%	2
CCCn1c(SCC(=O)c2cc(C)n(C3CC3)c2C)n[nH]c1=O	?	/
N/C(=N\OC(=O)C12CC3CC(CC(C3)C1)C2)c1ccccc1	-25%	3
CN1CCN(CC(O)COc2ccc(C(=O)O)cc2)CC1 (stereo not drawn)	?	/
COc1cc(C2=NOC(C(=O)NCc3cccs3)C2)cc(OC)c1OC (stereo not drawn)	i	/
CC1(C(=O)O)Oc2cccnc2NC1=O (stereo not drawn)	-30%	-21
CN(Cc1cccs1)C(=O)Cc1c[nH]c2ccccc12	1%	-4
CC1CC(C)(C)NC(=S)N1CC(=O)N1CCN(Cc2ccccc2)CC1 (stereo not drawn)	?	/
Cc1c(NC(=O)Nc2cc(Cl)ccc2Cl)c(=O)n(-c2ccccc2)n1C	?	/
CCOc1ccc(OCC)c(NS(=O)(=O)c2ccc3c(c2)CCN3C(=O)C2CCC2)c1	?	/
CCC(C)(C)NC(=O)C(c1ccc(F)cc1)N(Cc1ccc(OC)cc1)C(=O)c1cnccn1 (stereo not drawn)	?	/
O=C(c1ccc(Cl)c(S(=O)(=O)N2CCOCC2)c1)N(c1ccccn1)C1CCCCC1	?	/
N#Cc1c(Nc2ccccc2C(F)(F)F)s[nH]c1=O	?	/
Cc1ccc(C(C)C)c(OCC(O)CN2CCc3ccccc3C2)c1 (stereo not drawn)	?	/
COC(=O)C1=C(C)NC2=C(C(=O)CC(c3cccs3)C2)C1c1ccsc1 (stereo not drawn)	?	/
CCOc1ccccc1N1CCN(C(=O)c2c(Cl)cnn2C)CC1	?	/
CCN(CC(=O)Nc1ccc(OC)cc1)CC(=O)Nc1ccc(Br)cc1F	9%	/
CCC(C)N(C(=O)COC(=O)c1nc(Cl)ccc1Cl)C1CCS(=O)(=O)C1 (stereo not drawn)	-2%	-9
COc1ccc(-c2csc(NC(=O)CSc3n[nH]c(C)n3)n2)cc1	?	/
O=C1CC(N2CCSCC2)C(=O)N1c1ccccc1 (stereo not drawn)	?	/
C[C@@H](C(=O)N[C@@H](Cc1c[nH]c2ccccc12)C(=O)O)n1nnc2ccccc2c1=O	-6%	1
CCOc1ccc(CCNC(=O)c2cc(C)nc3ccccc23)cc1OCC	i	2
Cc1ncc(CN2CCN(Cc3ccc(F)cc3)C(CCO)C2)s1 (stereo not drawn)	12%	-2
CC(=O)NCc1ccc(-c2csc(-c3cccs3)n2)cc1	?	/
COCCOC(=O)c1c(C)oc2ccc(OC(=O)c3c(OC)cccc3OC)cc12	i	/
CCN1C(=S)SC(=O)C1=C1C=C(C)OC(C)=C1	?	/
NC(=O)CN1CCN(C2CC(=O)N(CCc3ccccc3)C2=O)CC1 (stereo not drawn)	-1%	3
Cc1csc(SCCn2c(Br)nc3c2c(=O)[nH]c(=O)n3C)n1	?	/
COCCN1CC(C(=O)NCCc2nc(C)c(C)s2)CCC1=O (stereo not drawn)	?	/
CCN1CCN(C(=O)c2cc3c(s2)-c2ccccc2S(=O)(=O)C3)CC1	?	/
O=C(Cc1ccsc1-c1ccccc1)NO	18%	-4
COc1ccc(S(=O)(=O)N(CCCN2CCCC2=O)Cc2cc3c(C)cc(C)cc3[nH]c2=O)cc1	6%	-27
C/C(=N\Nc1nccnc1Cl)c1ccc(O)c(C)c1	i	6
O=S(=O)(c1ccc(-c2csc(=Nc3ccccc3)n2CCCN2CCOCC2)cc1)N1CCOCC1	?	/
CCN(C(=O)Cn1c(=O)oc2cc(S(=O)(=O)N3CCOCC3)ccc21)c1ccccc1	-7%	3
O=C(COc1cc2oc(=O)cc(-c3ccccc3)c2cc1Cl)NC(Cc1c[nH]c2ccc(O)cc12)C(=O)O (stereo not drawn)	?	/
CC(C)Sc1nc2c(c(=O)n1-c1ccc(F)cc1)SCC2	i	/
CC1=CCC(C(=O)O)C(C(=O)NC2CCCCC2)C1 (stereo not drawn)	?	/
Cn1c([N+](=O)[O-])cnc1N1CCN(c2nncs2)C1=O	11%	9
O=C(CCCN1C(=O)c2cccc3cccc(c23)C1=O)N1CCN(Cc2ccc3c(c2)OCO3)CC1	?	/
CC(C)CCNC(=O)COc1ccc2c(c1)C(=O)CC(C)(C)O2	i	0
CCCOc1ccc(S(=O)(=O)Nc2ccccn2)c2ccccc12	?	/
CCn1cc(CN2CCC(C(=O)Nc3ccc(Oc4ccccc4F)cc3)CC2)c(C)n1	?	/
Cn1c(SCC(=O)Nc2ccccc2-c2ccccc2)nnc1-c1ccco1	?	/
Cc1cc(C)c2nc(NC(=O)C3CC(=O)N(Cc4ccco4)C3)sc2c1 (stereo not drawn)	10%	2
O=C(CC1C(=O)NCCN1C(=O)c1ccc(Cl)cc1)Nc1ccc(F)cc1 (stereo not drawn)	?	/
S=C(Nc1ccccc1Cl)N(Cc1ccccc1)Cc1ccccn1	?	/
Cc1nn(CC(=O)Nc2ccc3c(c2)CCC3)c(C)c1[N+](=O)[O-]	?	/
COc1cccc([C@@H]2CC=C(C(=O)O)CN2S(=O)(=O)c2ccc(C)cc2)c1	?	/
O=C(Cc1cccs1)NCc1cccc(F)c1	7%	6
NC(=O)COC(=O)c1ccc(Cl)c(S(=O)(=O)N(Cc2ccccc2)c2ccc(Cl)cc2)c1	-12%	-12
CCCc1[nH]nc2c1C1(CCOC1C)C(C#N)=C(N)O2 (stereo not drawn)	?	/
CCOc1ncccc1C(=O)OCc1c(Cl)cccc1Cl	?	/
CCCn1c(N)c(C(=O)CSc2nc3ccccc3c(=O)n2Cc2ccccc2)c(=O)[nH]c1=O	?	/
Cc1cccc(NS(=O)(=O)c2csc(C(N)=O)c2)c1C	i	22
O=C(CN1CCN(c2ccccc2F)CC1)Nc1nnc(C(F)(F)F)s1	?	/

Six entries drawn at random from the list so far, as already listed:
SMILES	S3 lipid droplet	S3 lipid droplet cell count max
Cc1cccc(NS(=O)(=O)c2csc(C(N)=O)c2)c1C	i	22
Cc1cc(C)c2nc(NC(=O)C3CC(=O)N(Cc4ccco4)C3)sc2c1 (stereo not drawn)	10%	2
CCCc1[nH]nc2c1C1(CCOC1C)C(C#N)=C(N)O2 (stereo not drawn)	?	/
O=C(Cc1cccs1)NCc1cccc(F)c1	7%	6
O=C(CN1CCN(c2ccccc2F)CC1)Nc1nnc(C(F)(F)F)s1	?	/
Cc1nn(CC(=O)Nc2ccc3c(c2)CCC3)c(C)c1[N+](=O)[O-]	?	/

Following part
SMILES	S3 lipid droplet	S3 lipid droplet cell count max
COc1ccc(NC(=O)CN(C)S(=O)(=O)c2cnc[nH]2)cc1Cl	?	/
CCN(CC)S(=O)(=O)c1ccc(OC)c(NC(=O)c2cc([N+](=O)[O-])ccc2Cl)c1	12%	3
O=C(COC(=O)CCCCCN=C1NS(=O)(=O)c2ccccc21)Nc1ccc(Cl)c(Cl)c1	-9%	-9
COc1ccc(CCNC(=O)C(=O)NCC2CCCN2S(=O)(=O)c2ccccc2)cc1OC (stereo not drawn)	i	/
CCC(=O)N/N=C/c1ccc(-c2ccc([N+](=O)[O-])cc2)o1	20%	4
O=C(c1cccnc1NCc1ccc(F)cc1)N1CCOCC1	?	/
CCOc1ccc(S(=O)(=O)N2CCC(C(=O)NC3CC3)CC2)cc1C	?	/
Cc1ccc(S(=O)(=O)N2CCC(C(=O)Nc3nnc(C)s3)CC2)cc1	-24%	20
O=[N+]([O-])c1ccc(S(=O)(=O)N2CCN(c3ccc(N4CCOCC4)nn3)CC2)cc1	-8%[0.0737 µM]	23
O=S(=O)(c1cccc2nsnc12)N1CCN(C/C=C/c2ccccc2)CC1	24%	8
C(=N\Nc1nc2ccccc2[nH]1)/c1cccc2cccnc12	?	/
O=C(O)c1cc(S(=O)(=O)NCc2ccco2)c(Cl)cc1Cl	?	/
COc1ccc(C)cc1NC(=O)C1CCCN(S(=O)(=O)c2cnc[nH]2)C1 (stereo not drawn)	-15%	-3
CCc1ccc(-c2nc(CN3CCC(C(=O)NCCN(CC)c4ccccc4)CC3)c(C)o2)cc1	13%	0
COC(=O)C1=C(C)N(Cc2ccccc2)C(=NCCc2ccccn2)N[C@H]1c1cccc(F)c1	?	3
CN(C)c1ccc(/C=C2/SC(=O)N(CCN=C3NS(=O)(=O)c4ccccc43)C2=O)cc1	?	/
CN(CC(=O)Nc1ccccc1N1CCCC1)S(=O)(=O)c1ccc(F)cc1	?	/
O=S(=O)(c1ccccc1)N1CCN(C(=S)Nc2ccc(Br)cc2)CC1	?	/
COc1cc([N+](=O)[O-])cc(/C=N/NC(=O)CSc2ccccn2)c1O	?	/
CCn1c(COc2cc(C)ccc2C(C)C)nnc1SCC(=O)Nc1nccs1	?	/
Cc1c(C(=O)OCC(=O)N2CC(=O)Nc3ccccc32)oc2ccccc12	?	/
OCCN1CCN(CC#CCC(c2ccccc2)c2ccccc2)CC1	9%	-3
CCOC(=O)N1CCN(C(=O)CCCn2c(=S)[nH]c3ccc(Br)cc3c2=O)CC1	?	/
OCCCNc1nnc(-c2ccccc2)c2ccccc12	?	/

The last two records of the part before lead into the next:
SMILES	S3 lipid droplet	S3 lipid droplet cell count max
CCOC(=O)N1CCN(C(=O)CCCn2c(=S)[nH]c3ccc(Br)cc3c2=O)CC1	?	/
OCCCNc1nnc(-c2ccccc2)c2ccccc12	?	/
CCc1ccc(NC(=O)Cn2cnc3c(=O)n(C)c(=O)n(C)c32)cc1	8%	/
Cc1cnc(C(=O)OCc2ccc(Br)cc2)cn1	?	/
CCOC(=O)c1cnc2c(-c3ccccc3OC)c(C)nn2c1C	?	/
C/C(=N\NC(=O)c1nn(C)cc1Br)c1cccc(NC(=O)C2CCCC2)c1	?	/
CC(CN)(NS(=O)(=O)c1ccccc1)c1ccccc1 (stereo not drawn)	6%	18
COc1cccc(-c2nc(-c3ccncc3)no2)c1	?	/
COc1ccc(NC(=O)c2nnn(CC(=O)Nc3ccccc3OC)c2N)c(OC)c1	?	/
O=C(Nc1ccccc1Br)C(=O)N1CCCC1	?	/
O=C(OC(C(=O)NC1CCCCC1)c1ccc(C(F)(F)F)cc1)c1ccco1 (stereo not drawn)	?	/
O=C(N/N=C/C(Br)=C/c1ccccc1)c1cnccn1	14%	17
O=C(c1ccc(COc2ccc(F)cc2)o1)n1cccn1	?	/
